ERK EGF inh – qHTS Assay for Inhibitors of the ERK Signaling Pathway using a Homogeneous Screening Assay; Stimulation with EGF; HEK293-V1b, EGF-stimulated phospho-ERK AlphaScreen; Potency, µM (series often up to 11.5 µM), without a hit: at the top dose activity change, negative = inhibition, actives largely listed as inhibitors; hit rate 0.41% among 130,000; active = well fitted inhibition curve with a large enough effect; inconclusive = small, poorly fitted or top-dose-only effect, or effect the other way;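 note: plate controls were stimulated vehicle wells for no effect and unstimulated vehicle basal for full effect; nearly all actives have a fitted effect of over 55% in size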
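Readout: AlphaScreen signal for phosphorylated ERK in lysed HEK293 cells stably expressing V1b. Stimulus 25 nM EGF, 5 min, following 30 min compound exposure. Data scaled to DMSO basal and full EGF activation.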
Starred values were filed as active, the others as inactive; ? = inconclusive; [ ] = remark or other dose. Potency is the fitted concentration of half-maximal effect. Only part of the results is shown; the hit share may differ from the screen's.

SMILES	ERK EGF inh
N#CCc1ccc(Oc2ncc(C(F)(F)F)cc2Cl)cc1	4.3%
CSc1ccc(CN2CCN(Cc3ccccc3)C(CCO)C2)cc1 (centres undefined)	1.4%
CCOc1ccc(CC(=O)NNC(=S)NCCc2ccccc2)cc1	-18.3%
Cc1c(/C=C/C(=O)c2ccc(O)cc2)cnn1C	10.8%
COc1ccc(-c2csc(NC(=O)CSc3nc(C)nc4sc(C(=O)O)c(C)c34)n2)cc1	-26.0%[57.5 µM]
Oc1ccc(/C=N/Nc2ncnc3nc[nH]c23)cc1	8.2%[57.5 µM]
CS(=O)(=O)N(CC(=O)N1CCC(C(N)=O)CC1)c1cc(C(F)(F)F)ccc1Cl	-3.8%
O=C(COC(=O)c1ccccc1Br)NCc1ccccc1	-2.8%
N#C/C(=C\c1ccc(O)c(O)c1)C(N)=O	3.3%
C[N+](C)(C)C(Cc1ccccc1)C(=O)[O-] (centres undefined)	-7.3%[57.5 µM]
O=C(CSc1nc2ccccc2c(=O)n1-c1ccccc1Cl)Nc1cccc(S(=O)(=O)N2CCOCC2)c1	2.2%
O=C(CN1C(=O)NC2(CCCCC2)C1=O)Nc1cccc(S(=O)(=O)N2CCOCC2)c1	8.9%[57.5 µM]
Cc1ccc(NC(=O)COC(=O)C2CCC(=O)N2)c([N+](=O)[O-])c1 (centres undefined)	6.7%
COc1cc(CC(=O)Nc2cccc(SC)c2)cc(OC)c1OC	-3.7%
COc1cccc(CC(=O)Nc2ccc(S(=O)(=O)Nc3nc(C)cc(C)n3)cc2)c1	-2.1%
CN(C)c1nc2ncn(Cc3ccccc3)c2c(=O)[nH]1	-8.2%[57.5 µM]
CCCCN(CCCC)C(=S)NC(=O)c1ccccc1Cl	-7.3%
CSc1nncn1/N=C/c1ccc([N+](=O)[O-])cc1	3.9%
S=c1[nH]c(-c2ccccc2)cn1/N=C/c1cccnc1	?
COC(=O)c1[nH]c(C)c(/C(O)=C2\C(=O)C(=O)N(CCN(C)C)C2c2ccco2)c1C (centres undefined)	-6.3%
S=c1[nH]nc(Cn2nnc3ccccc32)n1-c1ccccc1	-2.8%
Cc1ccc(C(=O)C[n+]2ccc3ccccc3c2)cc1	-8.1%
O=C(CCl)NCc1cc(-c2ccc(Cl)cc2)no1	1.7%
COc1ccc(C2CC(=O)C3=C(C2)Nc2ccccc2N(C(=O)CCC(=O)O)C3c2ccc(F)cc2)cc1 (centres undefined)	-2.4%[57.5 µM]
Cc1ccccc1NC(=S)Nc1ccc2cn[nH]c2c1	1.2%
CCOC(=O)c1c(NC(=O)Cn2nc(C(=O)O)c3ccccc3c2=O)sc(C)c1C	19.3%[57.5 µM]
Cc1cc(C(=O)COC(=O)C2CC2)c(C)n1-c1ccc(F)cc1	0.9%
COC(=O)C(C)(C)ONC(=O)Nc1ccccc1[N+](=O)[O-]	-4.0%
CC1CCCCC1NC(=O)/C(C#N)=C/c1ccccc1F (centres undefined)	5.6%
Cc1nc2ccccc2c(=O)n1/N=C/c1ccco1	-1.8%

The results go on:
SMILES	ERK EGF inh
CCOC(=O)C1(CCCc2ccccc2)CCN(C(=O)COC)CC1	4.2%[57.5 µM]
COc1ccc(OCC(=O)OCC(=O)NCc2ccc(F)cc2)cc1	-5.7%
COc1ccc(C2C(C#N)=C(N)OC3=C2C(=O)CC(C)(C)C3)cc1 (centres undefined)	-2.7%
C=CCC(=O)N1CCCC(CCC(=O)NCc2ccccc2F)C1 (centres undefined)	4.0%
O=C(COC(=O)CSc1cc(Cl)ccc1Cl)Nc1ncc(C(F)(F)F)cc1Cl	-2.2%
CC(NC(=S)Nc1c(Br)cccc1OC(F)F)C(C)(C)C (centres undefined)	3.0%
O=C(Nc1ccc(-c2nnc3n2CCCCC3)cc1)c1ccco1	2.5%
COc1ccc(NC(=S)N(CCCN2CCCCCC2)Cc2cccs2)cc1	0.4%
Cc1cc(=O)cc(C)n1-c1ccc(Br)cc1	2.0%[57.5 µM]
COC(=O)c1ccc(COc2ccccc2/C=N/NC(=O)c2cccnc2)cc1	2.0%
c1cc2c(cc1-c1csc(NNC3=NCCCCC3)n1)OCCO2	?
Cn1c(SCc2nc3cc(C(=O)O)ccc3c(=O)[nH]2)nnc1C(F)(F)F	-7.2%
Cc1ccc(/C=C/C(=O)O)cc1S(=O)(=O)Nc1ccc2c(c1)OCO2	-3.0%
Cc1ccc(S(=O)(=O)NCC(=O)N/N=C/c2ccc(Cl)cc2)cc1	0.5%
Clc1ccc2nc3c4ccccc4cnn3c2c1	18.4%
Cc1ccc2nc3sc(C(=O)NCc4ccco4)c(N)c3cc2c1	-8.6%
O=C(CCl)Nc1ccc(N=Nc2ccccc2)cc1	2.1%
COc1ccc(NC(=O)c2c(NC(=O)CCC(=O)O)sc3c2CCCCC3)cc1	0.3%
COc1ccc([N+](=O)[O-])cc1N(CC(=O)NCCC1=CCCCC1)S(C)(=O)=O	-2.9%
CCOc1ccc(OCC)c(Nc2cc(C)nc3nc(C)nn23)c1	-5.6%
Cc1cc(C)c(C(=O)COC(=O)c2ccc([N+](=O)[O-])o2)cc1C	?
COC(=O)N1CCC2(CCCN(Cc3nccs3)C2)CC1	-2.7%
CCCNS(=O)(=O)c1ccc(OCC(=O)N(C)Cc2ccccc2)cc1	-3.9%[57.5 µM]
CC(C)(C)c1ccc(/C=C/C(=O)N2CCc3ccccc3C2)cc1	?
CNc1ccnc(-c2ccccc2CN(C)C)n1	21.1%
COC(=O)CCn1nc(-c2ccc(Cl)cc2)c2ccccc2c1=O	0.8%
O=C(CCc1nnc(CCCc2ccccc2)o1)NCCN1CCOC1=O	5.8%
Cc1noc(C)c1C(=O)N1CCC[C@@]2(CCN(C(=O)NC(C)C)C2)C1	1.3%
COc1cccc(/C=N/Nc2nccnc2Cl)c1O	-8.5%
S=C(Nc1cccc(Cl)c1Cl)N1CCC2(CC1)OCCO2	4.6%

Entries listed so far containing a CF3 group:
SMILES	ERK EGF inh
N#CCc1ccc(Oc2ncc(C(F)(F)F)cc2Cl)cc1	4.3%
CS(=O)(=O)N(CC(=O)N1CCC(C(N)=O)CC1)c1cc(C(F)(F)F)ccc1Cl	-3.8%
O=C(COC(=O)CSc1cc(Cl)ccc1Cl)Nc1ncc(C(F)(F)F)cc1Cl	-2.2%
Cn1c(SCc2nc3cc(C(=O)O)ccc3c(=O)[nH]2)nnc1C(F)(F)F	-7.2%

Additional structures follow.
SMILES	ERK EGF inh
Cc1nn(C)c(C)c1/C=C/C(=O)c1ccc(Cl)cc1Cl	-6.7%
O=C(CCS(=O)(=O)c1ccccc1)Nc1ccccc1-c1nc2ccccc2s1	-4.4%
CC1Cc2ccccc2N1C(=O)c1ccc(N2CCCC2)c([N+](=O)[O-])c1 (centres undefined)	?
Cc1ccc2nc(NC(=O)CSc3nnc(C)c(=O)n3N)sc2c1	4.6%
CCCn1c(CN(Cc2ccccc2)Cc2ccccc2)nc2c1c(=O)n(C)c(=O)n2C	-6.9%
N#C/C(=C\c1ccco1)C(=O)NCC1CCCO1 (centres undefined)	3.8%
COc1ccc(OC)c(Nc2nc(=O)c3cccnc3s2)c1	3.6%
Oc1c(Br)cc(Br)cc1/C=N/NC(=S)N[C@H]1CC2C=CC1C2 (some centres undefined)	-5.3%[57.5 µM]
Cc1ccccc1C(=O)NC(=S)N(C)CCc1ccccn1	0.5%
COC(=O)N/N=C/c1cn(Cc2c(Cl)cccc2Cl)c2ccccc12	-3.4%
CCOc1ccc(OCCC(=O)Nc2ccc(F)cc2C)cc1	4.3%
COC(=O)Cc1ccc(NC(=S)Nc2ccccn2)cc1	10.7%
Cc1ccc(CC(=O)Nc2cccc([N+](=O)[O-])c2)cc1	1.8%
O=C(Nc1nc(-c2ccc(Cl)cc2Cl)cs1)c1ccc(OCC2CCCO2)cc1 (centres undefined)	1.1%
Cn1c(=O)c2[nH]c(N3CCN(c4ccccc4)CC3)nc2n(C)c1=O	21.9%
COc1c(C)cc(Br)cc1C(=O)NCc1cccnc1	7.9%
CCCCOC(=O)c1cc2c(cn1)[nH]c1ccccc12	-7.4%
COC(=O)c1ccccc1NC(=O)NC1CCC(C)CC1 (centres undefined)	6.4%
CCN(Cc1ccccc1)S(=O)(=O)c1cc(C(=O)NCCCN(C)C)ccc1OC	-7.2%
CC1(C)CCCC2=C1CC1C(=O)N(N)C(=O)C1C2 (centres undefined)	-8.5%[57.5 µM]
CC(NCC(O)COCCC12CC3CC(CC(C3)C1)C2)c1ccccc1 (centres undefined)	?
CC(=O)N(CCC(Cc1ccccc1)c1ccco1)Cc1ccco1 (centres undefined)	?
O=C(COC(=O)c1cccc(C(F)(F)F)c1)NCc1ccccc1	10.2%
O=C(CSc1ccsc1[N+](=O)[O-])N1CCCCCC1	0.5%
CSc1ncc(F)c(N(CCO)CCO)n1	-15.1%
CCn1c(NCc2ccco2)nc2ccccc21	-4.4%
CC(=O)c1cccc(N2C(=O)C3C4CCC(C4=C(C)C)C3C2=O)c1 (centres undefined)	4.3%
CC(Nc1ccccc1)c1ccncc1 (centres undefined)	-5.3%
CC(C)NC(=O)c1ccc(C(C)C)cc1	3.5%[57.5 µM]
COC(=O)NC(c1ccccc1)c1c[nH]c2ccc(OC)cc12 (centres undefined)	-13.0%

Next section:
SMILES	ERK EGF inh
COc1ccc(-c2ccc(SCC(=O)N3CCN(c4ccccc4)CC3)nn2)cc1	-8.9%
NC(=S)N/N=C1\CCOc2ccc(Cl)cc21	-3.6%[57.5 µM]
Cc1cc(C(=O)OCC(=O)Nc2cccc(S(=O)(=O)N(C)C)c2)c(C)o1	-1.8%[57.5 µM]
Cc1cc(CN(C)C(=O)CC2C(=O)NCCN2Cc2c(F)cccc2Cl)on1 (centres undefined)	3.2%[57.5 µM]
COc1ccc(CN(C2CCCC2)S(=O)(=O)c2ccc(-n3cnnn3)cc2)cc1OC	-6.5%
COc1ccc(-n2c(CNC(=O)COc3ccccc3)n[nH]c2=S)cc1	13.1%
Cc1[nH]nc(SCC(=O)Nc2cccc(O)c2)c1[N+](=O)[O-]	6.4%
O=C(NCCC1=CCCCC1)c1cnc2n(c1=O)CCS2	6.0%
CCCc1cc(OC)c2c(c1)OCO2	-1.2%
CCOC(=O)Cc1csc(NC(=O)/C=C/c2ccccc2Cl)n1	-1.5%[57.5 µM]
Cc1cc([N+](=O)[O-])ccc1NC(=O)Nc1ccccc1F	7.9%
O=C(COc1ccc(Cl)cc1Cl)Nc1c(-c2cccs2)nc2ccccn12	-2.9%
C=CCOc1cccc(NC(=O)c2ccccc2SC)c1	-6.3%
COC(=O)c1ccc(C(NC(=O)OCc2ccccc2)/C(=C/[C@@H](C)C(=O)NCCF)c2cccnc2)cc1 (some centres undefined)	-6.0%
C=CCNC(=S)Nc1ccc(N2CCOCC2)c(S(=O)(=O)Nc2ccccc2Cl)c1	-1.0%
COc1ccc(CNC(=S)Nc2ccc(-c3ccccc3)cc2)cc1	-2.1%
C=CCOc1ccc(CN(C)CC(=O)Nc2ccccc2[N+](=O)[O-])cc1	-3.2%
CCOc1ccc(N(CC(=O)NC2CCCCC2)C(=O)CSc2nnc(COc3ccccc3)o2)cc1	-2.3%
O=C(Cn1cncc1-c1ccc([N+](=O)[O-])cc1)Nc1cccc2ccccc12	9.6%
O=C(c1cccc(C(F)(F)F)c1)C1CCCN(C(=O)CN2CCCC2=O)C1 (centres undefined)	2.6%
O=S(=O)(NCc1csc(-c2cccs2)n1)c1cccc(C(F)(F)F)c1	5.9%[57.5 µM]
COc1ccc(C(=O)/C=C/Nc2ccccn2)c(OC)c1	-0.1%[57.5 µM]
O=C(N/N=C1\CCS(=O)(=O)c2ccc(F)cc21)c1ccc(O)cc1	-4.9%[57.5 µM]
Nc1cc(=O)[nH]c(SCC(=O)Nc2ccc3c(c2)CCC3)n1	1.7%
O=C(CSc1nnc(-c2ccc(Br)cc2)n1C1CCCCC1)N1CCCC1	4.2%
COc1cc2oc(-c3ccc(O)cc3)cc(=O)c2c(O)c1OC	-7.8%[57.5 µM]
CC(C)(C)c1ccc(/C=C2\Oc3cc(OC(=O)N4CCOCC4)ccc3C2=O)cc1	-2.8%
Fc1ccc(-c2cc(C(F)(F)F)nc(-n3cccn3)n2)cc1	-4.6%[57.5 µM]
Cc1ccc(-c2nn(-c3ccccc3)cc2NC(=O)c2ccccc2)cc1	2.8%
O=S(=O)(Cc1ccccc1)c1nc2ccccc2n1Cc1ccccn1	-4.9%[57.5 µM]

(next part)
SMILES	ERK EGF inh
CCN(CC)S(=O)(=O)c1cccc(NC(=O)COc2ccc(F)cc2Br)c1	-2.7%
O=C(O)c1ccc(CNCc2cccc(Cl)c2)cc1	7.5%[57.5 µM]
COc1cccc(/C=C(/CC(=O)Nc2ccc(N3CCOCC3)cc2)c2nc3ccccc3s2)c1	5.9%
CCOc1ccc(N2CSC(=S)N(c3ccc(OCC)cc3)C2)cc1	10.7%[57.5 µM]
O=C1CCCN1CCCNC(=S)Nc1ccc(Br)cc1Cl	12.3%
CCOC(=O)c1ccc(NC(=O)NC2CC3CCC(C2)N3)cc1 (centres undefined)	11.4%
O=C(NCC1CCCN(C(=O)CN2CCCCC2)C1)c1ccccc1Cl (centres undefined)	2.1%[57.5 µM]
CCCCC/C=C\C/C=C\C/C=C\CCCCCCC(=O)O[C@H](COCCCCCCCCCCCCCCCC)COP(=O)([O-])OCC[N+](C)(C)C	4.0%

Source: PubChem (National Center for Advancing Translational Sciences (NCATS))
